# Source: PubChem BioAssay
# TGFb inhibitor: qHTS for Inhibitors of TGF-b | AID 588855, 2011 | HepG2 CAGA-GFP TGF-b/SMAD3 reporter, GFP fluorescence, 18 h; TGF-beta stimulated, 500 pg/mL final | 410,000 compounds, 1.2% hits | Potency, µM (titrated, usually from 46.1 µM), without a hit: at the top dose activity, negative = inhibition, hits mostly inhibitors; further: on the % scale 0 is the no-effect control and ±100 the full control effect; nearly all actives have a fitted effect of over 65% in size
#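 Using HEPG2 CAGA-GFP reporter cells at 1000 cells/well, we pinned test compounds, stimulated with recombinant TGF-beta (500 pg/mL final) and measured total well GFP after 18 h.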
# A549 tox: Nrf2 qHTS screen for inhibitors: counterscreen for cytotoxicity; AID 504648, 2011; 390,000 compounds, 0.16% hits; A549 ARE-Fluc cells, CellTiter-Fluor viability, 18-24 h; Potency, µM (titrated, usually from 46 µM), for inactives: at the highest dose activity change, negative = cytotoxicity, usual class: inhibitors; further: on the % scale 0 is the no-effect control and ±100 the full control effect
#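 A549 ARE-Fluc cells in 5% FBS OPTI-MEM, 5000 cells/well, rested 2 h then exposed to compounds in concentration-response for 18-24 h at 37 °C. Viability by CellTiter-Fluor fluorescence (Ex 405/Em 525) after 30 min; luciferase luminescence (BugLite, 15 min, RT) read afterwards.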
# Nrf2 ARE act: qHTS of Nrf2 Activators. AREc32 ARE-luciferase reporter (MCF7-derived line), luminescence, 24 h. Potency, µM (series often up to 46.1 µM), without a hit: at the top dose activation, usual class: activators. 410,000 compounds, 0.31% hits. AID 624171, 2012; further: % of control where 0% means no effect; nearly all actives have a fitted effect of over 65% in size
#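 AREc32_Fluc, 1000 cells/well, OPTI-MEM + 5% FBS, o/n 37 deg C 5% CO2; 23 nL cpd by pin tool, 24 hr; Steady-Glo 30 min RT, luminescence.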
# Numbers without * were called inactive; ? = inconclusive; [ ] = remark or other dose. The call rests on the fitted dose curve; in most records, active means well fitted curve in the direction sought with a large enough effect; inconclusive means small, poorly fitted or top-dose-only effect, or another doubt; inactive means no such curve, though single readings can be large; an effect the other way counts as inactive or inconclusive. Potency means the concentration at half of the fitted maximal effect.
SMILES,TGFb inhibitor,A549 tox,Nrf2 ARE act
COc1ccc2nc(N(Cc3cccnc3)C(=O)CCc3ccccc3)sc2c1,?,-19%,-0.8%
CCN(CC)C(=O)Cn1c(=O)n(-c2ccc(C)c(C)c2)c(=O)c2c(C)c(C(=O)N(CC)CC)sc21,10%,3%,1.5%
COc1cccc(CNc2sc3c(c2C(=O)Nc2ccc(OC)cc2OC)CCC3)c1,?,0%,11%
Cc1cccc(NC(=O)c2cc(S(=O)(=O)NCCc3ccccc3)ccc2F)c1C,-1%,12%,1.1%
CCNC(=O)C1CCN(S(=O)(=O)c2ccc3c(c2)CCCN3C(C)=O)CC1,-12%,-6%,0.2%
Cn1cnc(S(=O)(=O)N2CCC(C(=O)Nc3ccc(F)cc3F)CC2)c1,-19%,-6%,-0.6%
Cc1ccc(CNC(=O)c2c[nH]c3ccc(S(=O)(=O)Nc4ccc(C(C)C)cc4)cc3c2=O)cc1,?,-9%,-1.4%
O=C(O)c1ccc2c(c1)N(Cc1ccc(F)cc1)C(=O)c1ccccc1S2=O (stereo unspecified),-29%,9%,0.5%
Cc1ccc(Cl)cc1NC(=O)c1ccc2nc(CCc3ccccc3)oc2c1,?,2%,-0.6%
CCOC(=O)CSC1=Nc2ccccc2C2=NC(CCC(=O)NCc3ccccc3)C(=O)N12 (stereo unspecified),0%,3%,0.1%
COc1ccc2sc(N(Cc3cccnc3)C(=O)c3ccco3)nc2c1,0%,-23%,0.9%
CCNc1ncnc2c1nnn2C,-9%,6%,-0.4%
CCCC(=O)C1=C(c2ccc(C)cc2)N(C(=O)CCC)n2cnnc2S1,?,-2%,0.3%
CCOc1ccc(-c2nnc(SCC(=O)NCCc3ccccc3)nc2-c2ccc(OCC)c(OC)c2)cc1OC,?,?,5.8%
CCN1C(=O)c2ccccc2Sc2ccc(NC(C)=O)cc21,-15%,-18%,3.8%
CCc1ccc(NC(=O)CSC2=Nc3ccccc3C3=NC(CCC(=O)NCc4ccccc4OC)C(=O)N23)cc1 (stereo unspecified),2%,-10%,5.0%
Cc1ccc(CN2C(=O)c3ccccc3Sc3ccc(C(=O)NC4CCCC4)cc32)cc1,?,-3%,-1.4%
Cc1ccccc1C(=O)Nc1ccc(OCc2cc(=O)n3ccccc3n2)cc1,-16%,-2%,-0.8%
CCC(CC)C(=O)NC1CC(=O)N(c2ccc3c(c2)OCCO3)C1 (stereo unspecified),-3%,1%,-0.2%
O=C(NCC(c1ccc2c(c1)OCO2)N1CCN(c2ccccc2F)CC1)c1ccccc1F (stereo unspecified),10µM*,-17%,6.4%
NC(=O)C1CCN(C(=O)c2ccc3c(c2)N(Cc2cccc(Cl)c2)C(=O)c2ccccc2S3(=O)=O)CC1,14%,4%,-1.0%
CC1=C(C(=O)Nc2ccccc2C)C(c2ccco2)n2ncnc2N1 (stereo unspecified),?,10%,0.4%
CCOc1cc2[nH]c(=O)n(CCC(=O)N3CCN(c4cccc(Cl)c4)CC3)c(=O)c2cc1OCC,2%,7%,-1.1%
CCCN(CCC)S(=O)(=O)c1ccc2c(c1)N(CC(=O)NCc1ccc(F)cc1Cl)C(=O)CS2,?,-20%,2.7%
CCSc1nc2n(n1)C(c1ccc(C(=O)O)cc1)C(C(=O)Nc1ccccc1C)=C(C)N2 (stereo unspecified),3%,8%,-1.5%
Cc1ccc(CNC(=O)c2ccc3c(c2)nc(C)n3-c2cc(C)cc(C)c2)cc1,?,2%,0.0%
CCc1ccc(CNC(=O)c2cnc3c(C)cccn3c2=O)cc1,8%,4%,0.1%
CCOc1ccc(C(c2c(O)cc(C)n(Cc3ccco3)c2=O)N2CCN(c3ccccc3)CC2)cc1 (stereo unspecified),-2%,-1%,-0.1%
O=C(C1COc2ccccc2O1)N(Cc1cccnc1)c1nc2ccc(F)cc2s1 (stereo unspecified),2%,-3%,4.8%
Cc1ccc(C(=O)CCC(=O)Nc2ccc(C)cc2C)cc1,-1%,3%,7.6%
COc1ccc(NC(=O)CN2C(=O)CCc3cc(S(=O)(=O)N4CCOCC4)ccc32)cc1Cl,-29%,0%,6.6%
Cc1c(Cl)ccc2sc(NC(=O)c3ccc(S(=O)(=O)N4CCCC4)cc3)nc12,-1%,-2%,0.1%
CCOc1ccc(-n2cc(-c3ccccc3)c3c(NCc4ccccc4)ncnc32)cc1,-3%,10%,4.3%
Cc1cccc(NC(=O)CSc2nc3c([nH]c4ccccc43)c(=O)n2C)c1C,-5%,-1%,0.2%
COc1ccc(Cl)cc1NC(=O)c1oc2ccc(S(=O)(=O)N3CCCCC3)cc2c1C,-23%,6%,-0.9%
O=C(c1ccc2c(c1)N(Cc1cccc(Cl)c1)C(=O)c1ccccc1S2)N1CCOCC1,?,-10%,2.0%
CCn1nc(C)c(CCN(C)C(=O)Nc2cc(C)cc(C)c2)c1C,-1%,0%,0.5%
COc1ccc(C)c2sc(N3CCN(C(=O)c4ccco4)CC3)nc12,-23%,8%,3.7%
O=C(NCCc1ccc(Cl)cc1)C(=O)NCC(c1ccco1)S(=O)(=O)c1ccccc1 (stereo unspecified),0%,10%,-0.8%
CCCn1c2ccccc2c2cnn(CC(=O)NCCc3ccccc3)c(=O)c21,?,2%,6.4%
Cc1ccc(-n2ncc3c(NCCc4ccccc4)ncnc32)cc1Cl,4%,-1%,3.9%
COc1ccc(Cl)cc1Nc1ncnc2c1c(-c1ccccc1)cn2-c1ccccc1,1%,12%,0.5%
CC(=O)Nc1ccc(NCc2nnc3n2CCCCC3)cc1,4%,3%,-0.1%
CCCCNC(=O)CSc1nc2cc3c(cc2c(=O)n1CCCCCC(=O)NCc1ccc(OC)cc1)OCO3,26%,0%,-1.2%
CCn1nc(C)c(CCN(C)C(=O)Nc2cccc(Cl)c2C)c1C,9%,-2%,-0.4%
COc1ccc(-c2nnc(SCC(=O)Nc3cccc(C)c3)s2)cc1,-6%,9%,-0.5%
OCc1cnc(SCc2ccccc2F)n1Cc1ccc(F)cc1,13%,10%,2.8%
COc1ccc(CNS(=O)(=O)c2cnc(N)nc2)c(OC)c1,1%,-3%,1.1%
O=C(Nc1ccc(F)cc1Cl)c1cnc(N2CCOCC2)c2ccccc12,42%[activator],24%,13%
CC(C)(C)C(=O)CSc1nc2ccsc2c(=O)n1Cc1ccccc1F,0%,-2%,2.6%
CC(=O)N1CCCc2cc(S(=O)(=O)N3CCC(C(=O)Nc4ccc(C)cc4Cl)CC3)ccc21,-16%,-1%,6.1%
CCc1ccc(NC(=O)Cc2c(C(=O)O)c(C)cn2C)cc1,32%[activator],1%,2.3%
Cc1ccc(C(c2sc3nc(-c4ccco4)nn3c2O)N2CCCC2)cc1 (stereo unspecified),-24%,0%,1.0%
CCN(CC)S(=O)(=O)c1ccc2c(c1)N(CC(=O)NCc1ccccc1)C(=O)C1CCCCN21 (stereo unspecified),6%,0%,3.3%
Cc1ccc(Cl)cc1-n1ncc2c(NCc3ccc(F)cc3)ncnc21,?,-2%,-0.3%
CCc1sc(Nc2cccc(C)c2)nc1-c1cc2cccc(OC)c2oc1=O,-5%,-10%,6.7%
CCC(=O)N1CCCc2cc(S(=O)(=O)N3CCC(C(=O)NCc4ccc(F)cc4)CC3)ccc21,-5%,10%,0.7%
Cc1ccccc1Nc1sc(C(=O)c2ccc3c(c2)OCO3)c(N)c1S(=O)(=O)c1ccccc1,48%[activator],-2%,0.0%
Nc1cccc(-c2cn3ccsc3n2)c1,-17%,5%,3.9%
CCOc1ccc(CCNC(=O)c2ccc(CSCc3ccccc3C)o2)cc1OCC,-27%,5%,-0.1%

# The last 2 records of the part above come first, to join the parts.
# Results follow in this order: TGFb inhibitor | A549 tox | Nrf2 ARE act
Nc1cccc(-c2cn3ccsc3n2)c1
→ -17% | 5% | 3.9%
CCOc1ccc(CCNC(=O)c2ccc(CSCc3ccccc3C)o2)cc1OCC
→ -27% | 5% | -0.1%
COc1ccc(Cc2nc3ccc(C(=O)NCc4ccccc4C)cc3o2)cc1
→ -7% | -1% | 1.6%
Cc1ccc(NC(=O)N2CCC(N3CCN(Cc4ccccc4)C(=O)C3=O)CC2)cc1Cl
→ 0% | 5% | 2.4%
Cn1ncc2c(Nc3cccc(C#N)c3)ncnc21
→ -2% | 3% | 0.2%
Cc1ccc2scc(N3CCCCC3)c(=O)c2c1
→ -1% | -12% | 0.9%
Cc1ccc(NC(=O)CSc2ncccc2C(=O)Oc2ccccc2Cl)cc1Cl
→ ? | 6% | 6.9%
Cc1ccc(Cn2ccnc2SCC(=O)Nc2ccc3c(c2)OCCO3)cc1
→ -5% | 3% | 5.5%
CCc1ccc(NC(=O)CSc2nc3ccsc3c(=O)n2C(C)CC)cc1 (stereo unspecified)
→ 0% | -5% | 0.7%
Oc1c(C(c2ccc(F)cc2)N2CCN(Cc3ccccc3)CC2)sc2nc(-c3ccco3)nn12 (stereo unspecified)
→ ? | 5% | 2.6%
O=C1CC(c2ccccc2)Cc2[nH]c(=O)c(C(=O)Nc3cccc(Cl)c3)cc21 (stereo unspecified)
→ 0% | 3% | -0.2%
COc1ccc(OC)c(CNS(=O)(=O)c2ccc(-c3coc(C)n3)cc2)c1
→ -1% | 3% | -0.5%
Cc1ccc(C2CCN(C(=O)Nc3ccc(Cl)c(Cl)c3)C2)cc1 (stereo unspecified)
→ ? | -19% | 0.2%
CC1=C(C(=O)NCc2ccc(Cl)cc2)C2(CCCCC2)OC1=O
→ -15% | 8% | -0.4%
Cc1ccc(-c2nc3sc(CCNC(=O)c4ccc(F)c(F)c4)c(C)n3n2)cc1
→ -29% | -4% | 2.1%
CCOc1ccc(C2C(=O)N(C3CCCCCC3)CC(=O)N2Cc2ccc(F)cc2)cc1OC (stereo unspecified)
→ -15% | 5% | 4.2%
COc1cc(OC)cc(C(=O)Nc2nnc3n2CCS3)c1
→ 23% | 2% | -0.6%
CCCSCCCNC(=O)c1ccc2nc(Cc3ccccc3)oc2c1
→ ? | 9% | 0.9%
COc1ccc(OC)c(C2C(C(=O)Nc3ccc(C)cc3)=C(C)Nc3nnnn32)c1 (stereo unspecified)
→ 19% | 5% | 16%
CCn1c(SCc2ccccc2C)nc(=O)c2c(C(=O)OC)cc(C3CC3)nc21
→ ? | 16% | -2.9%
Cc1ccc(CNC(=O)c2ccc3oc(=O)n(Cc4ccccc4)c3c2)cc1
→ ? | 0% | 0.0%
Cc1cc(C)cc(C(=O)NCCc2csc(-c3ccc(C(F)(F)F)cc3)n2)c1
→ -3% | 0% | -0.5%

# Among those listed so far, these have an NH in an aromatic ring:
# Results follow in this order: TGFb inhibitor | A549 tox | Nrf2 ARE act
Cc1ccc(CNC(=O)c2c[nH]c3ccc(S(=O)(=O)Nc4ccc(C(C)C)cc4)cc3c2=O)cc1
→ ? | -9% | -1.4%
CCOc1cc2[nH]c(=O)n(CCC(=O)N3CCN(c4cccc(Cl)c4)CC3)c(=O)c2cc1OCC
→ 2% | 7% | -1.1%
Cc1cccc(NC(=O)CSc2nc3c([nH]c4ccccc43)c(=O)n2C)c1C
→ -5% | -1% | 0.2%
O=C1CC(c2ccccc2)Cc2[nH]c(=O)c(C(=O)Nc3cccc(Cl)c3)cc21 (stereo unspecified)
→ 0% | 3% | -0.2%

# Carrying on:
# Results follow in this order: TGFb inhibitor | A549 tox | Nrf2 ARE act
Fc1ccccc1N1CCN(c2ncc3c(n2)CCN(Cc2cc(Br)cs2)C3)CC1
→ ? | 0% | -1.6%
O=C(NCCc1ccc(Cl)cc1)c1ccc(CSCc2ccccc2Cl)o1
→ ? | -15% | -0.5%
Brc1ccc(-c2nc(N3CCN(c4ccccc4)CC3)c3ccccc3n2)cc1
→ -22% | 28% | 0.1%
Cn1nnc2c(N3CCN(c4cccc(C(F)(F)F)c4)CC3)ncnc21
→ -7% | 0% | -0.1%
COc1ccc(NCc2nnc3n2CCCCC3)c(OC)c1
→ 0% | -11% | -0.1%
O=C(Cn1ccc2cc(S(=O)(=O)N3CCCCCC3)ccc21)NCc1cccc(Cl)c1
→ ? | 0% | 3.6%
CCn1c(/C(C#N)=C/c2ccccc2Cl)nc2ccccc21
→ ? | 0% | ?
O=C(Nc1ccc(C(F)(F)F)cc1)c1cc(S(=O)(=O)N2CCCc3ccccc32)ccc1F
→ ? | -13% | 3.9%
COc1ccccc1NC(=O)c1cnc(SCC(=O)N2CCCc3ccccc32)n(C)c1=O
→ -1% | -6% | 23%
CCC(Sc1nnc(-c2ccc(OC)cc2)c(-c2ccc(OC)cc2)n1)C(=O)NC1CCCCC1 (stereo unspecified)
→ -12% | -3% | 0.2%
CCN(CC)c1cc2c(cc1F)c(=O)c(S(=O)(=O)c1ccccc1)cn2C
→ -2% | 10% | -0.7%

# Some of the compounds tested. The share of hits here may be higher or lower than overall.
